Mtb FBA inh: inhibits M. tuberculosis FBA enzyme. P9WQA3. purified M. tuberculosis FBA, fluorescence read-out. inhibition, % at 1 µM. hit rate 2.3% among 360,000; in the data active means inhibition above about 27%;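 further: 0% = vehicle and 100% = reference inhibitor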
Target sequence (P9WQA3 whole entry, looked up): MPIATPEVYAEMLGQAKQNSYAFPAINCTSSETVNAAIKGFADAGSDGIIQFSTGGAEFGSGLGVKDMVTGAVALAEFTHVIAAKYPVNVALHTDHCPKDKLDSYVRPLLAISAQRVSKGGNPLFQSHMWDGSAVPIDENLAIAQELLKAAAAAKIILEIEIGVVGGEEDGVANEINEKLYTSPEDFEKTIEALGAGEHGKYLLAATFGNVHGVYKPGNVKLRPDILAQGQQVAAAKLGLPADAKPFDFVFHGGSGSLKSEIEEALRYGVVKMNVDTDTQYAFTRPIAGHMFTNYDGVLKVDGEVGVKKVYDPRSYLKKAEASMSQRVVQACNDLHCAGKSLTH
CCHF vOTU inh: blocks the CCHF virus ovarian tumor domain protease. CCHFV vOTU protease, Pep-AMC fluorescence. inhibition, % at 11.5 µM. hit rate 0.55% among 370,000. AID 651958; further: 0% = vehicle wells with enzyme and 100% = no enzyme wells
BoNT-F LC inh: BoNT F light chain protease inhibition; Multiplex microsphere protease cleavage assay, flow cytometry; inhibition, % at 10 µM; hit rate 0.22% among 360,000; in the data active means inhibition above about 35%, passing the limit was not always enough; inconclusive means no clear call, values can overlap the other calls; further: plate controls were buffer without enzyme for full effect and enzyme alone for no effect
GDH-TPI counter: counter-screen for M. tuberculosis FBA inhibitors: GDH-TPI coupled enzymes; GDH-TPI coupled enzyme counterscreen, NADH absorbance; hit rate 1.2% among 360,000; inhibition, % at 4.8 µM;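 further: 0% = DMSO wells and 100% = wells lacking the enzyme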
BoNT A protease: inhibitors of Botulinum neurotoxin A light chain protease | multiplex microsphere protease substrate cleavage, flow cytometry | inhibition, % at 10 µM | hit rate 0.17% among 360,000; in the data active means inhibition above about 30%; inconclusive means no clear call, values can overlap the other calls; further: plate controls were buffer without enzyme for full effect and enzyme alone for no effect
FadD28 FP inh: M. tuberculosis FadD28 bisubstrate binding inhibition. FadD28 bisubstrate probe binding, fluorescence polarization. inhibition, % at 12.5 µM. hit rate 0.22% among 360,000. AID 588549; in the data active means inhibition above about 8.5%, passing the limit was not always enough; inconclusive means no clear call, values can overlap the other calls
PrPC surface inh: cell surface PrPC inhibition, primary TR-FRET screen | inhibition, % at 13.8 µM | P04156 | TR-FRET read-out | hit rate 0.43% among 370,000; in the data active means inhibition above about 24%; further: 0% = median of the test wells and 100% = reference compound wells
UGM FP inh: inhibitors of M. tuberculosis UDP-galactopyranose mutase | P9WIQ1 | inhibition, % at 10 µM | AID 504406 | purified UGM, fluorescence polarization probe displacement | hit rate 0.06% among 320,000; in the data active means inhibition above about 10%, passing the limit was not always enough; inconclusive means no clear call, values can overlap the other calls
Target sequence (P9WIQ1 whole entry, looked up): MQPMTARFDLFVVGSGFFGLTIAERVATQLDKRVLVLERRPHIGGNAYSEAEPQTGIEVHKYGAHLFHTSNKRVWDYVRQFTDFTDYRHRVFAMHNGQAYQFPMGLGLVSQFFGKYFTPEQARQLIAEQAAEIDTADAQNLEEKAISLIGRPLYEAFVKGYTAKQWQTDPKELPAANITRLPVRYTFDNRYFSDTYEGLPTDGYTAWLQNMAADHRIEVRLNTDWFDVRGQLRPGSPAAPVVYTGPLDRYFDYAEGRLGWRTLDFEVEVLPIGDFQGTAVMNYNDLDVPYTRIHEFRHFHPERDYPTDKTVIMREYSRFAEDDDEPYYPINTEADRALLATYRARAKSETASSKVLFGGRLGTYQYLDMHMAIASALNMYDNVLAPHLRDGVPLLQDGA
BioA inh: blocks M. tuberculosis BioA enzyme activity | purified M. tuberculosis BioA enzyme, plate reader | inhibition, % at 9.99 µM | hit rate 0.096% among 360,000 | AID 602481; in the data active means inhibition above about 40%; inconclusive means no clear call, values can overlap the other calls
Active calls of the source: *; ? = inconclusive; . = not tested or not shown; & = joins results of further samples. Unless noted, no stated cut-off is given here; in the data, active means inhibition above about 30%; inactive means the rest.

SMILES	Mtb FBA inh	CCHF vOTU inh	BoNT-F LC inh	GDH-TPI counter	BoNT A protease	FadD28 FP inh	PrPC surface inh	UGM FP inh	BioA inh
COc1ccc(C(=O)Nc2c3c(nn2-c2cccc(Cl)c2)CS(=O)C3)cc1 (configuration not stated)	0	1	-18	-5	-1.0	-3.4	2	-0.3	0.1
COC(=O)Cn1c(Cc2ccccc2)nc2ccccc21	1	-6	-4	-1	-1.2	-1.0	3	-0.2	-1.2
CCN(CC(=O)Nc1ccccc1C(F)(F)F)C(=O)c1ccc(NC(=O)c2cccs2)cc1	0	2	2	0	0.3	-3.0	5	.	1.4
CC1CC(OCC(O)CN2CCCCC2C)CC(C)(C)C1 (configuration not stated)	4	2	14	0	1.8	-0.1	-2	2.7	-4.2
Cc1cc(NC(=O)c2ccc(F)cc2)n(C)n1	3	8	3	11	-6.9	-1.5	5	-1.1	.
COc1cccc(C2C=C(c3ccc(OC)cc3OC)Nc3nnnn32)c1 (configuration not stated)	9	.	-3	10	0.7	-0.8	.	-1.4	-0.2
NC1=NC[C@H](c2ccccc2)N1CCc1cccc(F)c1	0	-7	-12	-1	0.0	-2.1	7	2.4	3.4
CCOc1ccc(-c2nnn(CC(=O)NCc3ccco3)n2)cc1	-1	5	-2	-8	?	-3.2	8	-1.3	-0.4
COc1cc(NC(=S)NCCCN2CCOCC2)cc(OC)c1	-8	-10	-3	-1	-0.9	-3.1	-8	-2.6	.
COc1ccc(-n2cnc3c(sc4nccc(N(C)C)c43)c2=O)cc1	14	-7	2	16	-0.3	0.7	1	0.3	4.4
CC(=O)Nc1ccc(NC(=O)c2cccc(-c3cc4ccccc4oc3=O)c2)cc1	1	-15	-6	27	1.1	0.0	0	1.0	0.1
CCOC(=O)CN1C(=O)C(O)=C(C(C)=O)C1c1ccc([N+](=O)[O-])cc1 (configuration not stated)	-5	3	?	16	-0.1	-4.7	2	-0.2	-2.1
O=C(OCc1ccccc1)C1=NNC2C(=O)N(c3ccc(Br)cc3)C(=O)C12 (configuration not stated)	1	3	?	0	2.1	-1.4	1	0.2	-1.5
O=C1S/C(=C/c2ccc(N3CCOCC3)o2)C(=O)N1Cc1c(F)cccc1Cl	2	3	14	4	4.1	-0.8	-9	-1.8	-4.0
CN(C)CCCNC(=O)C[C@H]1C[C@H](C(=O)N2CCCCC2)[C@@]2(C)c3[nH]c4cc(CCC(=O)N(C)C)ccc4c3CCN2C1=O	1	-5	0	-12	-0.3	-0.5	12	.	1.2
O=C(CCc1nc2ccccc2c(=O)[nH]1)NNC(=O)c1ccccc1Cl	2	13	11	-4	1.7	0.1	-5	-0.5	.
Cc1cc(NC(=O)c2cc(C(C)C)on2)no1	1	-4	-1	10	-0.4	0.1	2	3.2	.
CSCCC(NS(=O)(=O)c1ccc(C)cc1)C(=O)N1CCN(C(C)=O)CC1 (configuration not stated)	-2	-8	3	-2	-2.5	-2.0	-1	-1.8	-0.5
O=C(Nc1cccc(Br)c1)Oc1cccc2cccnc12	-1	12	-5	.	-1.2	-7.6	-1	.	.
CCCC(C(=O)NCCC(C)C)N(Cc1ccccc1)C(=O)c1snc(C(N)=O)c1N (configuration not stated)	5	11	-22	-2	-0.6	?	-1	-2.7	-0.3
c1ccc2sc(NCC3CCCO3)nc2c1 (configuration not stated)	-2	-13	-5	-5	-0.8	-3.2	2	0.0	.
COc1ccc(-n2c(O)c(/C=C3\C=Nc4ccc(Br)cc43)c(=O)[nH]c2=O)c(OC)c1	1	-10	-11	4	2.0	3.5	0	-1.4	-0.2
CCN1C(=O)[C@H]2[C@@H](c3ccc(OC)cc3)N3C(=O)CN(Cc4ccccc4)C(=O)[C@@]3(C)[C@H]2C1=O	2	-10	-1	-1	-0.5	-2.2	3	2.1	-1.7
Cc1ccc(-c2nc3c4ccccc4ccn3c2CN2CCCCC2)cc1	2	21	-5	3	-0.5	-1.9	9	-0.3	1.8
Cc1ccc(S(=O)(=O)NCCN=C(CN2CCOCC2)NS(=O)(=O)c2ccc(C)cc2)cc1	-1	0	0	-8	0.6	-3.7	-3	0.9	-6.2
CC(=O)Nc1ccc(OCC(=O)c2cc(C)ccc2C)cc1	1	11	-4	16	-0.4	-1.1	3	1.3	.
CCC(=O)c1cn(CC(=O)Nc2cccc(C)c2C)c2ccccc12	1	-4	8	5	-0.5	0.0	18	-0.4	0.6
Cn1c(SCc2cccc(C(F)(F)F)c2)nnc1-c1ccco1	-6	-15	7	6	0.8	0.5	5	0.1	0.1
Cc1ccc(NN2C(=O)C=C(c3ccccc3)C2=O)cc1	1	-2	0	8	-0.3	-6.6	1	.	-1.4
COc1ccc2cc(C3=CC(=O)CCC3)ccc2c1	23	-27	0	31*	0.3	-4.4	-13	.	0.4
Cc1cc(NCc2ccccc2)n2ncc(-c3ccccc3)c2n1	28*	-3	-1	13	0.1	-3.6	7	-1.0	-0.3
CC(C)CC1NC(=O)N(CC(=O)N2CCN(S(=O)(=O)c3ccc4ccccc4c3)CC2)C1=O (configuration not stated)	10	5	-2	-2	0.3	-0.6	-8	2.8	.
CS(=O)(=O)N1CCN(c2ncccn2)CC1	3	-5	8	-2	0.1	-3.1	5	2.9	-2.0
O=C1NC(Nc2ccccn2)(C(F)(F)F)C(=O)N1c1ccc(F)cc1 (configuration not stated)	3	-4	-13	5	-0.8	-4.7	9	-1.5	1.6
Cc1c(Br)cc(C(=O)NC2CCCCC2)c(C)c1C	2	0	-2	-2	?	0.0	2	0.8	0.1
O=C(COc1ccc2c(c1)OCO2)Nc1ccccc1C(F)(F)F	-2	6	-3	1	-0.4	-3.7	7	-0.1	.
C[C@@H]1CCCCO[C@@H](CN(C)S(=O)(=O)c2ccccc2)[C@@H](C)CN([C@H](C)CO)C(=O)c2cc(N(C)C)ccc2O1	-1	-1	-2	1	-0.1	-2.1	0	.	0.7&-0.4
Clc1ccccc1Nc1ncnc(-n2cccc2)n1	3	-4	5	0	0.5	-2.6	-4	0.8	-1.0
CCCCn1c(S(=O)(=O)O)nc2ccccc21	4	-10	6	1	-0.2	-4.4	-2	-3.3	-0.5
N#CCCn1cc(C(=O)Nc2ccc(C(=O)O)cc2)c(-c2ccc([N+](=O)[O-])cc2)n1	1	-5	0	14	0.0	-3.8	-35	-1.5	.
CN(C)c1ccc(C2N(C(=O)N3CCOCC3)CCN2S(=O)(=O)c2ccccc2)cc1 (configuration not stated)	-3	6	6	23	0.1	-2.0	3	3.0	-2.6
Cc1ccc(NC(=O)CNCC(c2ccccc2)N(C)C)cc1F (configuration not stated)	-3	-10	-2	-6	0.3	-4.9	-1	2.6	0.5
N#Cc1ccccc1OCC(=O)N1CCN(S(=O)(=O)c2ccc(Cl)cc2)CC1	3	20	-10	0	-0.4	-1.9	2	1.3	-1.3
O=C(COc1ccc([N+](=O)[O-])cc1)NCc1cccnc1	-1	3	1	5	-0.1	-3.5	-6	0.3	.
CCCCCc1cc(=O)oc2c(C(CCN3CCCCC3)c3cc(OC)c(OC)c(OC)c3)c(OC)cc(OC)c12 (configuration not stated)	2	12	-15	3	-0.7	-9.3	-19	-0.4	3.1
COC(=O)c1n[nH]nc1-c1ccccc1	1	-10	-3	-3	0.0	-1.9	-6	6.4	.
O=C(COc1ccc(Cl)cc1)NCCCNC(=O)c1ccncc1	1	-14	-1	-2	0.5	-1.5	8	-0.6	-0.9
O=C(Nc1cccnc1)c1ccc(Cl)c(S(=O)(=O)N2CCCC2)c1	1	8	-4	-7	2.8	-4.8	2	-0.3	1.0

Of the compounds above, 2 have a cyano group:
SMILES	Mtb FBA inh	CCHF vOTU inh	BoNT-F LC inh	GDH-TPI counter	BoNT A protease	FadD28 FP inh	PrPC surface inh	UGM FP inh	BioA inh
N#CCCn1cc(C(=O)Nc2ccc(C(=O)O)cc2)c(-c2ccc([N+](=O)[O-])cc2)n1	1	-5	0	14	0.0	-3.8	-35	-1.5	.
N#Cc1ccccc1OCC(=O)N1CCN(S(=O)(=O)c2ccc(Cl)cc2)CC1	3	20	-10	0	-0.4	-1.9	2	1.3	-1.3

(listing goes on)
SMILES	Mtb FBA inh	CCHF vOTU inh	BoNT-F LC inh	GDH-TPI counter	BoNT A protease	FadD28 FP inh	PrPC surface inh	UGM FP inh	BioA inh
COC(=O)c1cc(C(=O)Nc2nnc(CC(C)C)s2)cc([N+](=O)[O-])c1	0	-17	4	10	0.4	2.2	3	-2.3	.
CC(=O)Nc1ccc(NC(=O)CCCNC(=O)c2ccc(Cl)cc2)cc1	1	-2	-2	-5	0.6	-0.3	-7	1.2	-0.5
O=C(CCOc1ccccc1)Nc1ccc(S(=O)(=O)Nc2ncccn2)cc1	2	-11	-1	5	0.0	-1.4	-4	.	-1.4
O=C(NCc1ccccn1)c1cccn1-c1ncc(C(F)(F)F)cc1Cl	-7	-5	-2	-6	-0.8	-2.9	-2	-0.7	-0.4
COc1ccc(C(=O)NCC(=O)NCC(=O)OCc2ccc(Cl)cc2)cc1	3	12	3	6	0.7	-1.3	-5	0.8	1.6
CCOc1cc(N2CCOCC2)c(OCC)cc1NC(=O)c1c(C)noc1C	5	4	1	17	-0.5	-0.2	-7	.	.
O=C(NCc1cn2ccsc2n1)c1c(F)cccc1Cl	4	4	-13	0	-1.7	-0.1	-4	2.7	-0.2
CCn1c(CNC(=O)COc2c(C)cccc2C)nnc1SCC(=O)Nc1nccs1	0	-19	10	5	7.7	-2.3	-1	-1.4	.
COc1ccc(C2CN(C)CC2C(=O)c2ccc(C)cc2)cc1Cl (configuration not stated)	-1	1	-3	6	-0.2	-1.5	-9	-0.3	.
O=C(c1c[nH]c(C(=O)N2CCN(Cc3ccccc3)CC2)c1)C1CCCCC1	1	14	-6	-3	-1.2	-0.7	-7	2.9	.
COC(=O)c1ccc(Oc2nc(N3CCCCC3)nc(N3CCOCC3)n2)cc1	-1	-12	-2	-5	-0.6	-2.4	-6	-1.2	-0.5
Cc1cccc(NC(=O)COC(=O)CNC(=O)C2CCCCC2)c1	5	-1	11	7	1.8	0.7	2	-2.0	1.2

In another format: 2 of the compounds above
Every second line gives: Mtb FBA inh	CCHF vOTU inh	BoNT-F LC inh	GDH-TPI counter	BoNT A protease	FadD28 FP inh	PrPC surface inh	UGM FP inh	BioA inh
- COC(=O)c1ccc(Oc2nc(N3CCCCC3)nc(N3CCOCC3)n2)cc1
  -1	-12	-2	-5	-0.6	-2.4	-6	-1.2	-0.5
- Cc1cccc(NC(=O)COC(=O)CNC(=O)C2CCCCC2)c1
  5	-1	11	7	1.8	0.7	2	-2.0	1.2

(continued)
SMILES	Mtb FBA inh	CCHF vOTU inh	BoNT-F LC inh	GDH-TPI counter	BoNT A protease	FadD28 FP inh	PrPC surface inh	UGM FP inh	BioA inh
Cc1ccc(C(=O)N2CCCC(Nc3ccc(C(C)C)cc3)C2)cn1 (configuration not stated)	0	7	-3	4	-1.2	-0.6	-6	2.1	3.2
O=C(COC(=O)[C@H](Cc1ccccc1)NC(=O)c1cccs1)Nc1ccccc1C(F)(F)F	-6	4	-2	10	0.2	-6.0	4	-1.5	.
CN(C)Cc1cccc(-c2ccccc2)c1O	21	9	-4	9	-0.1	-1.3	-7	.	.
CCC(C)Sc1nnc(CNC(=O)C23CC4CC(CC(C4)C2)C3)n1C1CCCCC1 (configuration not stated)	-1	19	-2	0	-0.1	-1.2	-3	-1.1	1.1
O=S(=O)(c1ccc(Oc2ccc(S(=O)(=O)N(CCO)CCO)cc2)cc1)N(CCO)CCO	3	-1	4	-7	-1.9	-4.1	2	0.5	.
COc1ccccc1NC(=O)CN1CCN(CC(=O)Nc2ccc(F)cc2F)CC1	12	14	-9	2	-1.9	-1.2	-11	.	-2.2
CCC(=O)N1CCN(c2ccc(NC(=O)c3ccc(N4CCCC4)c([N+](=O)[O-])c3)cc2)CC1	1	-1	-4	3	0.1	-1.1	1	0.5	.
CC1(c2nnnn2-c2ccc3c(c2)OCCO3)CCC(=O)N1C1CC1 (configuration not stated)	.	-5	-15	.	0.0	.	-4	.	.
Cc1cc(C)n2nc(C(=O)OCC(=O)N3C(C)CCCC3C)nc2n1 (configuration not stated)	-3	-8	.	3	.	-1.9	-6	-1.1	-0.2
Cn1c(/C(C#N)=C(\O)c2cc(Cl)sc2Cl)nc2ccccc21	-4	12	.	-4	.	-2.3	4	-2.7	-0.3

From PubChem BioAssay

Hits appear at their usual frequency. About 4.8% of those tested had a hit in this group.
